High-throughput results (PubChem BioAssay)
GPR35 antagonists: inhibition of zaprinast-stimulated GPR35 beta-arrestin translocation – imaging, U2OS, beta-arrestin-GFP, zaprinast agonist, primary screen (AID 2058); U2OS GPR35 beta-arrestin-GFP translocation imaging, zaprinast antagonism; higher % means a stronger effect; one-dose inhibition, % at 10 µM; IC50 in µM for titrated hits; 0.052% of 290,000 active;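 active means inhibition of at least 50% with at least 30 cells and total cytoplasm GFP at most 10,000,000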
AID2073: inhibitors of Mint1-CaV2.2 protein interaction, biochemical, HTRF (AID 2073). HTRF protein-protein interaction, Mint1-CaV2.2; higher % means a stronger effect. inhibition, % at 20 µM; hits with a dose series show IC50 in µM. 0.19% of 290,000 active; in the data active means inhibition mostly above about 51%, no sharp cut-off; further: some results filed as inactive read as strong as hits
SIAH1 antagonists: blockers of Siah-1 interaction with plectin peptide – biochemical, fluorescence polarization, rhodamine-plectin, uHTS, primary screen (AID 1817) | 0.02% of 290,000 active | Siah-1 / rhodamine-plectin peptide fluorescence polarization; higher % means a stronger effect | displacement, % at 20 µM, or IC50 in µM where a hit was titrated;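 active means displacement of at least 50% at 20 µM, with a fluorescence ratio check between 0.3 and a set limit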;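 further: plate controls were Siah plus tracer with DMSO for no effect and tracer alone without Siah for full effect; strong numbers were not always called active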
NOD1 inhibition: NOD1 signaling inhibitors, primary screen, cell-based, luminescence, uHTS (AID 1578). 1% of 290,000 active. one-dose inhibition, % at 4 µM; EC50 in µM for titrated hits. NOD1-driven NF-kB luciferase reporter cells, luminescence; higher % means a stronger effect; in the data active means inhibition mostly above about 36%, no sharp cut-off; inactive means mostly below about 34%;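 further: HEK-293T reporter cells stimulated with the NOD1 agonist gamma-tri-DAP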
HIV fusion peptide: inhibitors of HIV fusion peptide binding, primary screen, biochemical, uHTS, fluorescence dequenching (AID 1986); cell-free peptide binding, fluorescence dequenching, 30 min; higher % means a stronger effect; 0.3% of 290,000 active; inhibition, % at 20 µM, or IC50 in µM where a hit was titrated; in the data active means inhibition mostly above about 52%, no sharp cut-off; inactive means mostly below about 76%; further: some results filed as inactive read as strong as hits
GPR55 LPI antagonism: GPR55 antagonists blocking LPI-driven arrestin recruitment, primary screen, imaging, U2OS, beta-arrestin-GFP, LPI agonist (AID 2013) | U2OS GPR55 beta-arrestin-GFP translocation imaging, LPI antagonism; higher % means a stronger effect | one-dose inhibition, % at 10 µM; IC50 in µM for titrated hits | 0.13% of 290,000 active;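 active means spots per cell inhibited over 60%, with over 100 cells counted and total cytoplasm intensity under 500,000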;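 further: U2OS cells stably carrying GPR55 and arrestin-GFP stimulated by 5 µM LPI near EC80; imaged beta-arrestin-GFP aggregate spots per cell after agonist stimulation; plate controls were LPI-stimulated DMSO wells for no effect and DMSO wells without LPI for full effect; some results filed as inactive read as strong as hits; confirmed hits need IC50 under 10 µM and bright autofluorescent wells are also inconclusive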
KOR beta-arrestin-1: kappa opioid receptor blockers – cell-based, luminescence, uHTS (AID 1778) | KOR beta-arrestin recruitment, luminescence, antagonist mode; higher % means a stronger effect | one-dose inhibition, % at 10 µM; IC50 in µM for titrated hits | 0.091% of 290,000 active; in the data active means inhibition above about 50%; further: strong numbers were not always called active
KOR beta-arrestin-2: kappa opioid receptor activators – cell-based, luminescence, uHTS, primary screen (AID 1777) | KOR beta-arrestin recruitment, luminescence; higher % means a stronger effect | activation, % at 10 µM, or EC50 in µM where a hit was titrated | 0.02% of 280,000 active; in the data active means activation above about 50%, passing the limit was not always enough; further: a part of the inactive calls stands beside numbers as strong as those of hits
GPR55 beta-arrestin: GPR55 agonists via beta-arrestin recruitment, primary screen, imaging, U2OS cells, beta-arrestin-GFP redistribution (AID 1961) | U2OS GPR55 beta-arrestin-GFP redistribution imaging; higher % means a stronger effect | activation, % at 10 µM, or EC50 in µM where a hit was titrated | 0.048% of 290,000 active;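 active means activation above 40% with more than 50 cells counted in the well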;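 further: U2OS osteosarcoma cells stably expressing GPR55 and beta-arrestin-GFP; plate controls were DMSO negative control for no effect and LPI positive control for full effect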
* hit, by the source's call; [ ] = dose if it differs, or a comment. These rows are one share of the data; the hit share may differ from the screen's.

How did N#C/C=C(/N)c1ccc(Br)cc1 do in these assays?
GPR35 antagonists: 18%; AID2073: 0%; SIAH1 antagonists: 0%; NOD1 inhibition: -34%; HIV fusion peptide: 1.3%; GPR55 LPI antagonism: -6%; KOR beta-arrestin-1: -3%; KOR beta-arrestin-2: -2.1%; GPR55 beta-arrestin: -0.4%

Results for O=C(CN1C(=O)/C(=C\c2ccco2)SC1=S)Nc1ccc(O)cc1C(=O)O ?
GPR35 antagonists: -20%; AID2073: 0%; SIAH1 antagonists: -5%; NOD1 inhibition: -7%; HIV fusion peptide: 75%*; GPR55 LPI antagonism: 5%; KOR beta-arrestin-1: -11%; KOR beta-arrestin-2: 8.3%; GPR55 beta-arrestin: 0.3%

How did COc1ccc(-c2nnc(SCC(=O)OC3CCCCC3)o2)cc1OC do in these assays?
GPR35 antagonists: -2%; AID2073: -8%; SIAH1 antagonists: 2%; NOD1 inhibition: 0%; HIV fusion peptide: -1.7%; GPR55 LPI antagonism: -5%; KOR beta-arrestin-1: -2%; KOR beta-arrestin-2: -7.2%; GPR55 beta-arrestin: 0.3%

Results for Cc1ccc(NC(=O)NC(=S)NC(=O)c2ccccc2)cc1 ?
GPR35 antagonists: -10%; AID2073: -14%; SIAH1 antagonists: -2%; NOD1 inhibition: 0%; HIV fusion peptide: 0.3%; GPR55 LPI antagonism: -8%; KOR beta-arrestin-1: 2%; KOR beta-arrestin-2: 5.0%; GPR55 beta-arrestin: 0.5%

What do the screens show for `Cc1ccc(NC(=S)N(CCCN2CCN(C)CC2)Cc2cccs2)cc1`?
GPR35 antagonists: -3%; AID2073: -19%; SIAH1 antagonists: -2%; NOD1 inhibition: -13%; HIV fusion peptide: -0.8%; GPR55 LPI antagonism: 2%; KOR beta-arrestin-1: -44%; KOR beta-arrestin-2: 7.5%; GPR55 beta-arrestin: 1.3%

What do the screens show for `COc1ccc(CNC(=O)N2CCN(c3ccc(F)cc3)CC2)cc1`?
GPR35 antagonists: -5%; AID2073: 9%; SIAH1 antagonists: 0%; NOD1 inhibition: -8%; HIV fusion peptide: -0.6%; GPR55 LPI antagonism: -8%; KOR beta-arrestin-1: -32%[20 µM]; KOR beta-arrestin-2: -3.9%; GPR55 beta-arrestin: -0.4%

How did O=C(NCCc1ccccc1)Nc1cccc(Cl)c1 do in these assays?
GPR35 antagonists: -8%; AID2073: 0%; SIAH1 antagonists: 3%; NOD1 inhibition: -28%; HIV fusion peptide: 1.6%; GPR55 LPI antagonism: 7%; KOR beta-arrestin-1: -10%; KOR beta-arrestin-2: 2.9%; GPR55 beta-arrestin: 0.1%

Results for CCCCC(=O)Nc1ccc2c(c1)nc1n2CCOC1 ?
GPR35 antagonists: 11%; AID2073: -8%; SIAH1 antagonists: 5%; NOD1 inhibition: -15%; HIV fusion peptide: -2.3%; GPR55 LPI antagonism: -9%; KOR beta-arrestin-1: 5%; KOR beta-arrestin-2: -1.8%; GPR55 beta-arrestin: 0.2%

How did CCn1ncc2c1C(=O)NC1c3ccccc3C(=O)N21 (configuration not stated) do in these assays?
GPR35 antagonists: -3%; AID2073: 6%; SIAH1 antagonists: 2%; NOD1 inhibition: -37%; HIV fusion peptide: 0.7%; GPR55 LPI antagonism: 2%; KOR beta-arrestin-1: 16%; KOR beta-arrestin-2: 4.9%; GPR55 beta-arrestin: 0.2%

How did COc1ccccc1CNC(=O)CC1Sc2ccccc2NC1=O (configuration not stated) do in these assays?
GPR35 antagonists: 3%; AID2073: -5%; SIAH1 antagonists: 4%; NOD1 inhibition: -27%; HIV fusion peptide: 0.3%; GPR55 LPI antagonism: 9%; KOR beta-arrestin-1: -16%; KOR beta-arrestin-2: 3.2%; GPR55 beta-arrestin: -0.5%

What do the screens show for `O=C(COC(=O)c1ccccn1)Nc1nc(-c2ccccc2)cs1`?
GPR35 antagonists: 10%; AID2073: 6%; SIAH1 antagonists: -4%; NOD1 inhibition: -53%; HIV fusion peptide: -0.3%; GPR55 LPI antagonism: 2%; KOR beta-arrestin-1: 8%; KOR beta-arrestin-2: 0.0%; GPR55 beta-arrestin: -0.1%

What do the screens show for `CCOc1ccc(-c2nnn(CC(=O)NCc3ccc(F)cc3)n2)cc1OCC`?
GPR35 antagonists: 9%; AID2073: -2%; SIAH1 antagonists: -1%; NOD1 inhibition: -20%; HIV fusion peptide: 1.4%; GPR55 LPI antagonism: 3%; KOR beta-arrestin-1: 6%; KOR beta-arrestin-2: -3.6%; GPR55 beta-arrestin: -0.3%

Some of these compounds in order of number of heavy atoms, largest number first.
What do the screens show for `CCOc1ccc(-c2nnn(CC(=O)NCc3ccc(F)cc3)n2)cc1OCC`?
GPR35 antagonists: 9%; AID2073: -2%; SIAH1 antagonists: -1%; NOD1 inhibition: -20%; HIV fusion peptide: 1.4%; GPR55 LPI antagonism: 3%; KOR beta-arrestin-1: 6%; KOR beta-arrestin-2: -3.6%; GPR55 beta-arrestin: -0.3%

What do the screens show for `COc1ccc(CNC(=O)N2CCN(c3ccc(F)cc3)CC2)cc1`?
GPR35 antagonists: -5%; AID2073: 9%; SIAH1 antagonists: 0%; NOD1 inhibition: -8%; HIV fusion peptide: -0.6%; GPR55 LPI antagonism: -8%; KOR beta-arrestin-1: -32%[20 µM]; KOR beta-arrestin-2: -3.9%; GPR55 beta-arrestin: -0.4%

What do the screens show for `O=C(COC(=O)c1ccccn1)Nc1nc(-c2ccccc2)cs1`?
GPR35 antagonists: 10%; AID2073: 6%; SIAH1 antagonists: -4%; NOD1 inhibition: -53%; HIV fusion peptide: -0.3%; GPR55 LPI antagonism: 2%; KOR beta-arrestin-1: 8%; KOR beta-arrestin-2: 0.0%; GPR55 beta-arrestin: -0.1%

(more compounds)
Results for CC(C)(C)NC(=O)CSc1nc(-c2ccccc2)c(-c2ccccc2)[nH]1 ?
GPR35 antagonists: -2%; AID2073: 0%; SIAH1 antagonists: 1%; NOD1 inhibition: 7%; HIV fusion peptide: -1.6%; GPR55 LPI antagonism: 4%; KOR beta-arrestin-1: -22%; KOR beta-arrestin-2: -0.5%; GPR55 beta-arrestin: 0.0%

How did O=c1[nH]c(-c2ccccc2)nc2sc(-c3ccccc3)cc12 do in these assays?
GPR35 antagonists: -4%; AID2073: 52%; SIAH1 antagonists: -2%; NOD1 inhibition: -15%; HIV fusion peptide: 0.6%; GPR55 LPI antagonism: 4%; KOR beta-arrestin-1: -30%; KOR beta-arrestin-2: -3.0%; GPR55 beta-arrestin: -0.1%

What do the screens show for `Cn1c(=O)c2c(nc(SCC(=O)NCC3CCCO3)n2Cc2ccc(F)cc2)n(C)c1=O` (configuration not stated)?
GPR35 antagonists: 11%; AID2073: -8%; SIAH1 antagonists: 3%; NOD1 inhibition: -8%; HIV fusion peptide: -1.3%; GPR55 LPI antagonism: 5%; KOR beta-arrestin-1: -5%[20 µM]; GPR55 beta-arrestin: 0.2%

How did O=C(Nc1cccc(O)c1)c1ccc(NC(=O)c2cccs2)cc1 do in these assays?
GPR35 antagonists: 11%; AID2073: 6%; SIAH1 antagonists: 2%; NOD1 inhibition: -37%; HIV fusion peptide: -0.4%; GPR55 LPI antagonism: -3%; KOR beta-arrestin-1: 28%; KOR beta-arrestin-2: 2.9%; GPR55 beta-arrestin: 0.0%

Results for Cc1ccc(N=C2NC(=O)S/C2=C\c2ccco2)cc1 ?
GPR35 antagonists: 9%; AID2073: 30%; SIAH1 antagonists: 39%; NOD1 inhibition: -18%; HIV fusion peptide: 48%; GPR55 LPI antagonism: 3%; KOR beta-arrestin-1: 29%; KOR beta-arrestin-2: -2.6%; GPR55 beta-arrestin: 0.2%

How did CCCC(CCC)C(=O)Oc1cc(C)[nH]c(=O)c1[N+](=O)[O-] do in these assays?
GPR35 antagonists: 2%; AID2073: 17%; SIAH1 antagonists: 9%; NOD1 inhibition: -24%; HIV fusion peptide: -0.8%; GPR55 LPI antagonism: 4%; KOR beta-arrestin-1: -9%; KOR beta-arrestin-2: -3.3%; GPR55 beta-arrestin: 0.8%

How did COc1ccc(OC)c(-c2cc(C(=O)N3CCCc4ccccc43)no2)c1 do in these assays?
GPR35 antagonists: 30%; AID2073: -2%; SIAH1 antagonists: -6%; NOD1 inhibition: 14%; HIV fusion peptide: 0.1%; GPR55 LPI antagonism: 3%; KOR beta-arrestin-1: -27%; KOR beta-arrestin-2: -4.1%; GPR55 beta-arrestin: -0.1%

How did CC(C)N1CCC(=NNc2ccc(S(=O)(=O)N3CCOCC3)cc2[N+](=O)[O-])CC1 do in these assays?
GPR35 antagonists: -1%; AID2073: 5%; SIAH1 antagonists: -9%; NOD1 inhibition: -24%; HIV fusion peptide: 0.2%; GPR55 LPI antagonism: 5%; KOR beta-arrestin-1: -47%; KOR beta-arrestin-2: -0.9%; GPR55 beta-arrestin: -0.2%

What do the screens show for `Cc1c(Br)c([N+](=O)[O-])nn1CC(=O)NCc1cccnc1`?
GPR35 antagonists: 0%; AID2073: -2%; SIAH1 antagonists: 2%; NOD1 inhibition: -2%; HIV fusion peptide: 3.2%; GPR55 LPI antagonism: -1%; KOR beta-arrestin-1: 30%; KOR beta-arrestin-2: -4.5%; GPR55 beta-arrestin: -0.1%

How did CC(On1nnc2ccccc21)C(=O)N1CCN(Cc2ccccc2)CC1 (configuration not stated) do in these assays?
GPR35 antagonists: -8%; AID2073: -2%; SIAH1 antagonists: 21%; NOD1 inhibition: -14%; HIV fusion peptide: 1.2%; GPR55 LPI antagonism: 2%; KOR beta-arrestin-1: 2%; KOR beta-arrestin-2: 0.5%; GPR55 beta-arrestin: 0.4%

Results for O=C(c1ccncc1)c1ccc(N2CCN(C3CC(=O)N(Cc4ccccc4)C3=O)CC2)cc1 (configuration not stated) ?
GPR35 antagonists: -12%; AID2073: -2%; SIAH1 antagonists: 0%; HIV fusion peptide: -1.8%; GPR55 LPI antagonism: 1%; KOR beta-arrestin-1: 32%; KOR beta-arrestin-2: -1.9%; GPR55 beta-arrestin: 0.2%

Results for CCOC(=O)/C(C#N)=C/NC(=O)NC(C)(C)C ?
GPR35 antagonists: 7%; AID2073: 18%; SIAH1 antagonists: 2%; NOD1 inhibition: -21%; HIV fusion peptide: -2.7%; GPR55 LPI antagonism: -8%; KOR beta-arrestin-1: 9%; KOR beta-arrestin-2: -4.3%; GPR55 beta-arrestin: -0.1%

How did CN1CC=C2C(C#N)=C(N)C(C#N)(C#N)C(c3ccsc3)C2C1 (configuration not stated) do in these assays?
GPR35 antagonists: 0.99µM*; AID2073: 2%; SIAH1 antagonists: 0%; NOD1 inhibition: -14%; HIV fusion peptide: -1.3%; GPR55 LPI antagonism: 25%; KOR beta-arrestin-1: 25%; KOR beta-arrestin-2: 0.2%; GPR55 beta-arrestin: -0.1%

Results for CC(=O)Nc1ccc(S(=O)(=O)N2c3ccccc3NC(=O)CC2C)c(Cl)c1 (configuration not stated) ?
GPR35 antagonists: -2%; AID2073: -6%; SIAH1 antagonists: -6%; NOD1 inhibition: -8%; HIV fusion peptide: 0.0%; GPR55 LPI antagonism: -15%; KOR beta-arrestin-1: 12%; KOR beta-arrestin-2: 3.9%; GPR55 beta-arrestin: 2.6%
